Apaf-1 inh: inhibitors of human Apaf-1 apoptosome; 330,000 tested, 0.71% active; reconstituted apoptosome caspase-3 activity, DEVD-Rh110 fluorescence; inhibition, % at 20 µM; O14727; active = inhibition of at least 40% at 20 µM;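 note: plate controls were DMSO wells for no effect and DEVD-CHO caspase inhibitor wells for full effect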
Target sequence (O14727 whole entry, looked up): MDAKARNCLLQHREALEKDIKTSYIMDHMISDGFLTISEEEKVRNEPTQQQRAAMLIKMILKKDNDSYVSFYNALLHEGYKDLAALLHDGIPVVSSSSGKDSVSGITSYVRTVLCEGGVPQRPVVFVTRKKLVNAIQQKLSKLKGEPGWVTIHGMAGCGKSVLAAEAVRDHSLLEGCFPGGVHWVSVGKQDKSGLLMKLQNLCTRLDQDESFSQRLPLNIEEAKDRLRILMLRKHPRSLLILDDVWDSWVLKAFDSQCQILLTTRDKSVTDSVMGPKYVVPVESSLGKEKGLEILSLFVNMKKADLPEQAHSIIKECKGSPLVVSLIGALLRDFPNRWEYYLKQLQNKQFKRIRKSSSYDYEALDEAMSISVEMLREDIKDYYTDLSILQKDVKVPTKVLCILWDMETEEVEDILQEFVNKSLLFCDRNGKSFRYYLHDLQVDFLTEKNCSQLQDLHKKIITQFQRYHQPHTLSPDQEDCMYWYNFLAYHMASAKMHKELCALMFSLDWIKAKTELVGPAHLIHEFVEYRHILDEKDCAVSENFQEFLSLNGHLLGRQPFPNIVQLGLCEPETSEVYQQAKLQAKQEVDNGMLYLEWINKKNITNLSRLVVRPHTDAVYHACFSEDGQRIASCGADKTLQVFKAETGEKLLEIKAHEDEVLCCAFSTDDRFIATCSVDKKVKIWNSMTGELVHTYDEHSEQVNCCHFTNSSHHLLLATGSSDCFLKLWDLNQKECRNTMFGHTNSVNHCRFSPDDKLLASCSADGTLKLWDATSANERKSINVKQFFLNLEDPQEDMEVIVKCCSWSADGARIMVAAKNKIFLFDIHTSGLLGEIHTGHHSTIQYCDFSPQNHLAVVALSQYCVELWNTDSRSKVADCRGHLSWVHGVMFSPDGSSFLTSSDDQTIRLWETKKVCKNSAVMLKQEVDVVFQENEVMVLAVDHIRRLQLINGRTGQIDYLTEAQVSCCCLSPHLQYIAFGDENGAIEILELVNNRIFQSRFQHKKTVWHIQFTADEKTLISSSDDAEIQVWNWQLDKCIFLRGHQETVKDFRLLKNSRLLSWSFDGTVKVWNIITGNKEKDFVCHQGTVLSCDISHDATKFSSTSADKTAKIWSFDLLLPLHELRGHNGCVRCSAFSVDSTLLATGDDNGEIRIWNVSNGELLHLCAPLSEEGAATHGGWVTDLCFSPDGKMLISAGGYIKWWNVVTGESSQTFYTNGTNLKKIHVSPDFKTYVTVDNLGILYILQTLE
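System: reconstituted apoptosome with Apaf-1, cytochrome c, caspase-9, procaspase-3, dATP; Signal: Rh110 fluorescence intensity; Schedule: 30 min compound preincubation, 50 min activation, room temperature; Reagent: cytochrome c trigger plus (Z-DEVD)2-Rh110 caspase-3 substrate.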
SENP7 inh: inhibitors of human SENP7 protease; AID 434973; inhibition, % at 5 µM; recombinant SENP7, Z-RLRGG-aminoluciferin luminescence, 40 min; Q9BQF6; 330,000 tested, 1.5% active;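 active = inhibition above about 50% at the single test dose, limit read from the data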;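 note: plate controls were DMSO with enzyme for no effect and no enzyme buffer wells for full effect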
HKDC1 inhibitor: blocks human hexokinase HKDC1 activity. AID 493160. Q2TB90. recombinant HKDC1, G6PDH/diaphorase resazurin coupled fluorescence. 340,000 tested, 0.16% active. inhibition, % at 20 µM;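 active = inhibition above about 35% when tested at 20 µM, limit read from the data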;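 note: plate controls were DMSO wells with enzyme for no effect and DMSO wells lacking enzyme for full effect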
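Assay system: in-house recombinant HK5 (HKDC1) enzyme. Input: HKDC1 at 5 µg/mL. Medium: Tris pH 8.0 buffer with MgCl2, Tween-20, BSA, BME. Dosing: single 20 µM dose. Schedule: 90 min reaction incubation at room temperature, dark. Signal: resazurin-to-resorufin fluorescence via G6PDH and diaphorase coupling, 525/613 nm. Controls: DMSO-enzyme wells negative, buffer-substituted wells positive.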
SENP8 block-1: inhibitors of human SENP8 protease; Q96LD8; recombinant SENP8, Nedd8 substrate fluorescence; inhibition, % at 20 µM; 360,000 tested, 0.64% active; AID 602440; in the data active = inhibition mostly above about 40%, no sharp cut-off; inactive = mostly below about 27%
PfGluPho inh: PfG6PD (Plasmodium falciparum) enzyme inhibition; PfGluPho enzyme, NADPH resazurin-diaphorase fluorescence; inhibition, % at 20 µM; 350,000 tested, 0.78% active;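 active = inhibition reaching at least a set limit at 20 µM in the primary screen, cut at about 59% in these data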;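 note: 0% = DMSO wells with substrate and 100% = DMSO wells lacking glucose-6-phosphate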
SENP1 FRET inh: inhibitors of human SENP1 SUMO protease catalytic domain; Q9P0U3; recombinant SENP1 catalytic domain, CyPet-SUMO1-YPet FRET cleavage; inhibition, % at 10 µM; 360,000 tested, 0.21% active;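 active = inhibition at least 30% at 10 µM, raw YFP signal under a set limit, fluorescence ratio 0.5 to 1.5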;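 note: 0% = enzyme with DMSO and 100% = no enzyme wells; some results filed as inactive read as strong as hits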
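System: Recombinant human SENP1 catalytic domain, His6-tagged | Incubation: Enzyme reaction for 50 min at room temperature, dark | Medium: Tris pH 8 with BME, BSA, NP40 and catalase | Also added: 25 nM SUMO1 FRET substrate | Compound: 10 µM single point, 0.5% DMSO | Measured by: FRET fluorescence in CFP and YFP emission channels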
SENP8 block-2: blocks the human protease SENP8; Q96LD8; purified SENP8, Z-RLRGG-aminoluciferin cleavage, luminescence; inhibition, % at 10 µM; 330,000 tested, 1.2% active; AID 2540; in the data active = inhibition above about 50%
NALP3 yeast inh: blocks the NALP3 inflammasome reconstituted in yeast | Yeast reconstituted NLRP3/ASC/caspase-1, beta-gal luminescence, 24 h | 330,000 tested, 0.39% active | inhibition, % at 10 µM | AID 2825;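 active = inhibition of 50% or more; inactive = inhibition below 50%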;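 note: plate controls were induced DMSO wells for no effect and uninduced yeast grown without galactose for full effect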
SENP6 inh: SENP6 protease inhibition; Recombinant SENP6 catalytic domain, aminoluciferin luminescence; Q9GZR1; 330,000 tested, 1.8% active; inhibition, % at 10 µM;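 active = inhibition above about 50% at the single tested dose, limit read from the data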;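 note: plate controls were DMSO wells with enzyme for no effect and DMSO wells lacking enzyme for full effect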
Active calls of the source: *; i = inactive; . = not tested or not shown; & = joins results of further samples.

SMILES | Apaf-1 inh | SENP7 inh | HKDC1 inhibitor | SENP8 block-1 | PfGluPho inh | SENP1 FRET inh | SENP8 block-2 | NALP3 yeast inh | SENP6 inh
O=C(CN1CCC(n2nnc3cc(C(F)(F)F)ccc32)CC1)NNC(=O)c1ccco1 | -9 | 4 | -7 | 16 | -4 | 3 | 9 | 10 | 15
N[C@@H](CO)c1cn([C@@H](Cc2cc3ccccc3[nH]2)C(=O)N2CCNCC2)nn1 | 37 | -3 | 0 | -7 | 13 | -8 | -2 | 6 | 10
CC1CN(C(=O)C2CCCN2S(=O)(=O)c2ccc(Cl)cc2)CC(C)O1 (stereo not given) | -25 | 4 | -5 | 14 | 1 | 0 | -6 | 4 | -22
CCCC(=O)c1ccc(N2CCN(C(=O)c3cccs3)CC2)c(F)c1 | 4 | -7 | 0 | 11 | 6 | 1 | -1 | 31 | -8
CC(C)c1ccc(Nc2nnc(SCC(=O)NCC3CCCO3)s2)cc1 (stereo not given) | 7 | 6 | -4 | 9 | 13 | 2 | -1 | 20 | -6
COc1ccccc1C(=O)Nc1ccc(S(=O)(=O)N2CCCC2)cc1 | 7 | -3 | 4 | 10 | 0 | 2 | 4 | 28 | 6
O=C1CSC(=S)N1Cc1cccnc1 | -2 | 4 | 2 | 31 | 6 | -1 | 0 | 30 | -1
CCCOc1ccc(NC(=O)C2CC(=O)N(C)C(=Nc3cccc(OC)c3)S2)cc1 (stereo not given) | 3 | 6 | 10 | 12 | 2 | 3 | 6 | -4 | 8
C=CCn1c(-c2cccnc2Cl)nc2ccccc21 | -7 | 6 | -11 | -2 | -14 | 0 | 3 | -6 | -4
O=S(=O)(NCc1ccccc1)c1cccc(S(=O)(=O)N2CCOCC2)c1 | 8 | -9 | -5 | 13 | -3 | 1 | -2 | 17 | -12
CNc1nc(NC)nc(-n2c(C(F)(F)F)nc3ccccc32)n1 | 2 | 8 | -2 | 15 | 2 | 2 | 0 | 22 | -4
Cc1ccc(NS(=O)(=O)c2ccc(C)c(C(=O)N3CCOCC3)c2)cc1 | 11 | 4 | 0 | 0 | -4 | 0 | 3 | 17 | -4
COc1ccc(N2CCN(C3CCCN(Cc4ccccc4OCCO)C3)CC2)cc1 (stereo not given) | 1 | 15 | 4 | 4 | -18 | 2 | -7 | 20 | 3
COc1ccc(-c2c(-c3cc(OC)cc(OC)c3)n(C)c3ccc(-c4ccc(S(N)(=O)=O)cc4)cc23)cc1 | -12 | 6 | -4 | i | 13 | 4 | 0 | 23 | 4
Cc1cccc(NC(=O)COc2ccc(Br)cc2C)n1 | 14 | 49 | -4 | 12 | -9 | 1 | 48 | 9 | 69*
COCCn1c(SC(C(=O)Nc2cc(C)ccc2OC)c2ccccc2)nnc1-c1ccc(Cl)cc1 (stereo not given) | 18 | 8 | -16 | 4 | -12 | 1 | 4 | 15 | 11
NS(=O)(=O)c1ccc(C(=O)O)cc1 | -7 | 9 | -6 | 8 | -11 | 0 | -4 | 20 | -16
CCOC(=O)c1c(CN2CCCCC2)oc2ccc(OC)cc12 | 6&3 | -4&-10 | 0&0 | 7&-4 | -1&-8 | -2&2 | -3&5 | 21&26 | -9&3
COc1cc(/C=N/NS(=O)(=O)c2ccc(Br)cc2)ccc1O | 8 | -7 | 0 | 1 | -31 | 0 | 4 | -10 | -6
CN1CCN(c2nc3c(c(=O)n(C)c(=O)n3C)n2Cc2ccccc2Cl)CC1 | 4 | 5 | -6 | 12 | 3 | 1 | 7 | 10 | 4
COc1ccc(Cl)cc1C(=O)NNC(=O)c1nn(C)c(=O)c2ccccc12 | -3 | -5 | -3 | -151 | -2 | 2 | -2 | 9 | -15
Cc1ccc(N(CC(=O)N/N=C/c2cccs2)S(C)(=O)=O)cc1Cl | 7 | 0 | 4 | 25 | 106* | 1 | 0 | -3 | 10
COC(=O)c1cccc(NC(=S)NCCC2=CCCCC2)c1 | 10 | -4 | -5 | 16 | -15 | 1 | -4 | 24 | 7
Cc1ccc(SCCC(=O)NNC(=O)c2ccccc2F)cc1 | -3 | 1 | -6 | 11 | -8 | 4 | -6 | 7 | -7
CCCOc1cc(C)nc(-c2ccccc2O)n1 | 9 | 11 | 6 | -20 | -21 | 0 | -2 | 15 | 0
O/N=C/c1ccccc1OCc1ccccc1F | 7 | 3 | -12 | 10 | -5 | -1 | -5 | 31 | 8
COC(=O)CC1(C(=O)OC)Oc2ccc(Br)cc2C(=O)N1c1cccc(Cl)c1Cl (stereo not given) | 10 | 2 | 2 | 22 | 21 | 1 | 0 | 8 | -5
CC(C)N(C(=O)[C@H]1C[C@H](CC(=O)NCc2ccco2)C(=O)N2CCc3c([nH]c4cc(CCC(=O)N(C)C)ccc34)[C@]12C)C(C)C | 6 | -7 | -7 | 6 | 10 | -3 | . | . | .
O=C(CC1CCCCC1)NC1CCCC1 | -3 | 2 | -4 | 12 | 0 | -1 | 4 | -2 | 2
CC(C)(O)CCC(C)(C)O | -4 | 1 | -5 | 8 | 4 | 0 | 2 | -1 | 0
CN(C(=O)c1nn(C)c2c1CSc1ccccc1-2)c1ccccc1Cl | 8 | 6 | -3 | 7 | 28 | 1 | -2 | 22 | -1
CCn1nc(C(=O)NNC(=O)CCOc2cc(C)ccc2C)c2ccccc2c1=O | 6 | 5 | -2 | 4 | -13 | 1 | 7 | 8 | 11
CCOC(=O)N1CCN(S(=O)(=O)N2CCCC(C(=O)NCCc3ccc(Cl)cc3)C2)CC1 (stereo not given) | -7 | 0 | -4 | 2 | -2 | 0 | 2 | 12 | 13
COC(=O)c1ccc(NC(=O)NS(=O)(=O)c2ccc(C)cc2)cc1 | -3 | 2 | 0 | 16 | 7 | 1 | -2 | -5 | -14
Cc1ccc(/C=C(/C#N)c2nc(CCN3C(=O)c4ccccc4C3=O)cs2)cc1 | 11 | -3 | 7 | -52 | 15 | 1 | -16 | 10 | -7
Cc1ccc(CN=C(N)Nc2nc(C)cc(C)n2)cc1 | -18 | 6 | -8 | 5 | 2 | 0 | -1 | -3 | 7
O=C(Nc1ccccc1)N(CCN1CCOCC1)Cc1ccccc1F | -8 | 6 | 1 | 19 | -8 | 0 | 4 | 5 | -15
COC(=O)C(Cc1ccc(O)cc1)NC(=O)CCOc1ccc(OC)cc1 (stereo not given) | -12 | 7 | -6 | 12 | -7 | 1 | 1 | 14 | 13
Cc1ccccc1OCc1nnc(SCC(=O)N2CCc3ccccc32)n1C | 12 | 9 | 1 | 4 | 24 | 2 | 5 | 7 | -8
CCn1c2ccccc2c2cc(NC(=O)COC(=O)c3cccc(S(=O)(=O)NC)c3)ccc21 | 16 | 2 | 10 | -46 | -17 | -17 | 1 | 18 | 6
COc1ccc(S(=O)(=O)N2CCCCCC2)cc1C(=O)OC(C)C(N)=O (stereo not given) | -18 | 2 | -5 | 28 | -5 | 3 | -1 | 5 | -8
CCOC(=O)c1c(CSC(=N)N)n(-c2ccc(C)cc2)c2cc(Br)c(OC(C)=O)cc12 | 46* | 8 | 9 | 27 | 13 | -1 | 10 | 3 | 10
CCC(CC)C(=O)c1c[nH]c(C(=O)NCC2CCCO2)c1 (stereo not given) | -12 | 2 | 5 | 13 | 3 | 1 | 7 | 8 | -7
CCNC(=O)N1CCCC(C(=O)c2ccc(OC)c(OC)c2)C1 (stereo not given) | 2 | -2 | -6 | -2 | 8 | 0 | -14 | 6 | 5
CC1CCCC(NC(=O)c2ccc3c(c2)OCCO3)C1C (stereo not given) | -1 | -1 | -7 | 5 | 20 | 1 | -11 | 21 | -2
c1ccc(CNc2nc3ccccc3[nH]2)cc1 | -20 | 9 | 4 | 24 | 18 | -1 | -2 | 6 | 3
Cc1ccc(CNC(=O)COC(=O)c2cccc(S(=O)(=O)N3CCCCC3)c2)cc1 | 6 | 5 | 6 | 13 | -3 | 0 | 2 | 0 | -6
CCSC1=NCN(CCCC(=O)O)CN1 | 3 | 4 | -3 | 12 | -9 | -2 | -2 | 20 | -19
C=CCn1c(N2CCCC2)nc2c1c(=O)n(C)c(=O)n2C | 4 | 3 | -2 | 10 | -1 | 1 | 1 | 11 | 15
CCS(=O)(=O)Nc1cccc(C2=NN(S(=O)(=O)CC)C(c3ccccc3)C2)c1 (stereo not given) | -13 | 7 | -11 | 2 | 4 | -7 | 0 | 12 | 3
(list continues)
SMILES | Apaf-1 inh | SENP7 inh | HKDC1 inhibitor | SENP8 block-1 | PfGluPho inh | SENP1 FRET inh | SENP8 block-2 | NALP3 yeast inh | SENP6 inh
Cc1ccc(NC(=O)C(c2ccccc2)N2CCN(CC(=O)NC3CC3)CC2)cc1 (stereo not given) | -2 | -5 | -6 | 10 | -3 | 0 | 9 | 5 | -6
Cc1cccc(C)c1-n1nnnc1S(=O)(=O)Cc1ccccc1Cl | 12 | -9 | -4 | 20 | 11 | 1 | 0 | 14 | -22
COC(=O)C1CCN(C(=O)c2ccc3nccnc3c2)CC1 | -1 | -3 | -3 | -3 | 2 | 3 | 5 | 6 | -2
O=C(N1CCCCCC1)N1CCN(S(=O)(=O)N2CCOCC2)CC1 | -10 | 5 | -2 | 0 | -21 | -3 | 7 | 0 | -4
Cc1ccccc1C(=O)N1CCN(c2ccc(NC(=O)c3ccc4c(c3)OCCO4)cc2)CC1 | 4 | -3 | 5 | 10 | 0 | 1 | 6 | 13 | 5
COCCN1Cc2cccc(C(=O)NCc3ccc4c(c3)OCO4)c2C1=O | -2 | 4 | 14 | 18 | 9 | 2 | -9 | 4 | -33
COC(=O)c1ccc(S(=O)(=O)N2C3CCC2CC(NC(=O)C2CC2)C3)cc1 (stereo not given) | -1 | 4 | -7 | 4 | -22 | 2 | -1 | 5 | -12
CCc1ccc(Nc2nnc(SCc3cc(=O)n4ccsc4n3)s2)cc1 | 12 | 4 | 2 | -19 | 53 | 0 | 1 | 21 | -19
CN(c1ccccc1)c1ccc(/C=N/NC(=O)CC#N)cc1 | 11 | 2 | -6 | -411 | 34 | -5 | -5 | 6 | 1
O=c1cc(N2CCOCC2)[nH]c(=O)n1Cc1ccc(F)cc1 | 6 | -2 | -8 | 0 | 4 | -1 | -12 | 17 | -2
O=C(CCCCCN1C(=O)c2ccccc2C1=O)Nc1ccc(C(=O)O)cc1 | 2 | -3 | -5 | 29 | -9 | -1 | 16 | 10 | 2
